SIAE primary – human SIAE inhibitors, primary screen, biochemical, fluorescence polarization, FP-Rh probe, 1536-well HTS | Sialate O-acetylesterase (Homo sapiens), Q9HAT2 | SIAE FP-Rh probe binding | inhibition, % at 9.66 µM | actives 0.69% (n = 370,000) | AID 1053197, 2014;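 active = inhibition above a cutoff: mean of compounds within the control limits plus 3 SD of those, cut at about 17% in these data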;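 also: 0% = plate median of compound wells and 100% = probe without SIAE protein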
Target sequence (Q9HAT2 whole entry, looked up): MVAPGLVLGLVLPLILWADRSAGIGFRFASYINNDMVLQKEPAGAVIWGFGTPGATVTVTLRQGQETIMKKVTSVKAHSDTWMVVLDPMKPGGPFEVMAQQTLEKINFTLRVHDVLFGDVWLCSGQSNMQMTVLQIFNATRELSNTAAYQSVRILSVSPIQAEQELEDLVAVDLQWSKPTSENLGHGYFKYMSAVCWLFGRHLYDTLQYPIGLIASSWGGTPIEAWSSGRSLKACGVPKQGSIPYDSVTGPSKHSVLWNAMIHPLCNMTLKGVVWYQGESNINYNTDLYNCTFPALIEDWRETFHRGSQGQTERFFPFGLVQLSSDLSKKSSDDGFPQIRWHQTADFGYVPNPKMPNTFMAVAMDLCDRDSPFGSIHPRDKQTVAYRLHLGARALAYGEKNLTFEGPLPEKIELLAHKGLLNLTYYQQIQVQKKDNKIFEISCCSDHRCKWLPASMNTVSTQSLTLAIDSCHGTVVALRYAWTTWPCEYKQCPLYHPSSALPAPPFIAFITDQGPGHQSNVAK
PLC-beta3 inh – human PLC-beta3 inhibitors, primary screen, biochemical, fluorescence. 1-phosphatidylinositol 4,5-bisphosphate phosphodiesterase beta-3 (Homo sapiens), Q01970. AID 720704, 2013. Purified PLC-beta3, fluorogenic substrate. inhibition, % at 12.2 µM. actives 0.18% (n = 370,000); in the data active = inhibition above about 11%;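 also: 0% = median of compound wells on plate and 100% = full blocker control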
PLC-gamma1 inh – PLC-gamma1 enzyme inhibitors, primary screen, biochemical, fluorescence, purified enzyme; actives 0.84% (n = 370,000); 1-phosphatidylinositol 4,5-bisphosphate phosphodiesterase gamma-1 (Homo sapiens), P19174; fluorogenic substrate; inhibition, % at 12.2 µM; in the data active = inhibition above about 9.5%
Tn7 DDE FP – inhibitors of Tn7 peptide binding to fibrin DD(E), primary screen, biochemical, fluorescence polarization, human fibrin, Tn7 probe. FP displacement of FITC-Tn7 peptide from fibrin DD(E); 0% = median of compound wells per plate. AID 720508, 2013. inhibition, % at 8.3 µM. actives 0.13% (n = 370,000);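 active = inhibition above the mean of compounds falling within the control limits plus 3 SD of them, cut at about 14% in these data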;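 also: 0% = plate median of compound wells and 100% = 10 µM Aha-Tn7 peptide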
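system = human fibrin DD(E) protein | quantity = DD(E) 2 µM final | medium = Tris/NaCl/CaCl2 buffer, pH 7.8 | also added = labelled Tn7 tracer, 0.1 µM | compound dosing = single point at 8.3 µM | timing = compound with protein 10 min, then 3 h after probe, room temperature | signal = FP measurement | benchmarks = Aha-Tn7 high control | repeats = one replicate per compound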
ADAM17 inh – ADAM17 inhibitors, primary screen, biochemical, QFRET; AID 720648, 2013; actives 0.83% (n = 370,000); Disintegrin and metalloproteinase domain-containing protein 17 (Homo sapiens), P78536; recombinant ADAM17, EDANS/DABCYL FRET peptide cleavage; inhibition, % at 6.95 µM;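 active = inhibition above the mean of compounds lying between control limits plus 3 SD, set per campaign, cut at about 8.5% in these data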;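 also: 0% = DMSO-only wells as the low control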
ASAP1 GAP inh – inhibitors of human ASAP1 ArfGAP activity, primary screen, biochemical, fluorescence polarization; Arf-GAP with SH3 domain, ANK repeat and PH domain-containing protein 1 (Homo sapiens), …; ASAP1-stimulated ARF1 GTP hydrolysis, GDP FP detection; inhibition, % at 16.5 µM; actives 0.19% (n = 360,000); in the data active = inhibition above about 25%;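 also: 0% = vehicle with enzyme and substrate and 100% = no enzyme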
Tn6 DDE FP – inhibitors of Tn6 peptide binding to fibrin DD(E), primary screen, biochemical, fluorescence polarization, human fibrin, Tn6 probe. Fibrin DD(E) TRITC-Tn6 fluorescence polarization displacement. inhibition, % at 8.3 µM. actives 0.21% (n = 370,000). AID 720509, 2013;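 active = inhibition above a per-campaign cutoff: mean of compounds within control limits plus 3 SD, cut at about 15% in these data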;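 also: 0% = median of all compound wells on the plate and 100% = blocking peptide control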
ADAM10 inh – human ADAM10 inhibitors, primary screen, biochemical, QFRET, HTS. inhibition, % at 7 µM. AID 720582, 2013. Disintegrin and metalloproteinase domain-containing protein 10 (Homo sapiens), O14672. actives 0.62% (n = 370,000). recombinant ADAM10, EDANS/DABCYL FRET peptide cleavage, 3 h;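 active = inhibition above a per-campaign cutoff equal to the mean of compounds falling between control-based bounds plus 3 SD, cut at about 20% in these data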;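 also: 0% = DMSO wells while the 100% control is not disclosed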
ARFGAP1 inh – inhibitors of rat ARFGAP1 GAP activity, primary screen, biochemical, fluorescence polarization, GDP tracer | inhibition, % at 16.5 µM | Arfgap1-stimulated ARF1 GTP hydrolysis, GDP FP detection | ADP-ribosylation factor GTPase-activating protein 1 (Rattus norvegicus), Q62848 | actives 0.26% (n = 360,000);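 active = inhibition above a per-plate limit, mean inhibition of low control wells plus 3 SD, cut at about 25% in these data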;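 also: 0% = DMSO wells with enzyme and 100% = wells lacking Arfgap1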
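Assay system: Rat Arfgap1 GAP domain (His6, aa 1-136), purified enzyme | Buffer or medium: HEPES 25 mM pH 7.5, NaCl 150 mM, MgCl2, DTT | Schedule: GTP hydrolysis reaction 2 h at 25 °C | Signal: FP of antibody-bound GDP Alexa 633 tracer, ex 620/em 688 nm | Measure: Percent inhibition of Arfgap1-stimulated GTP hydrolysis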
TDP2 absorb – human TDP2 enzyme inhibitors, primary screen, biochemical, epi absorbance, recombinant enzyme; Tyrosyl-DNA phosphodiesterase 2 (Homo sapiens), O95551; T5PNP hydrolysis, p-nitrophenol absorbance 415 nm; inhibition, % at 12.8 µM; actives 0.34% (n = 370,000);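 active = inhibition above the mean of all tested compounds plus 3 SD, set per campaign, cut at about 25% in these data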;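 also: 0% = DMSO with enzyme and 100% = buffer with substrate but no TDP2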
Target sequence (O95551 whole entry, looked up): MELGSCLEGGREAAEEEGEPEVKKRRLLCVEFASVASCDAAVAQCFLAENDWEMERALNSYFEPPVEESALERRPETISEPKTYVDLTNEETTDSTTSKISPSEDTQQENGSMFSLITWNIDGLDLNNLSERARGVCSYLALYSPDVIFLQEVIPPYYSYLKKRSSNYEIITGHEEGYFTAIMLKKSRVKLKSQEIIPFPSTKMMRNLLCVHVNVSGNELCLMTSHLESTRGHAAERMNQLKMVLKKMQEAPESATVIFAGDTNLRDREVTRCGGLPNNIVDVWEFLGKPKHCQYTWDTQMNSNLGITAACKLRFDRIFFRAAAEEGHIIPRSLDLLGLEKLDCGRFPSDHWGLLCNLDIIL
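Assay system: recombinant human TDP2 / Reagent: T5PNP substrate at 5 mM, a TopII-DNA adduct mimic / Measured by: epi absorbance from released p-nitrophenol / Evaluation: % inhibition relative to enzyme-containing and enzyme-free wells / Control set: enzyme-free and DMSO wells / Replicates: each compound tested once, singlicate / Schedule: enzyme reaction with compound for 2 h at 37 °C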
The depositor's hits bear a star; i = inactive; . = not tested or not shown.

SMILES	SIAE primary	PLC-beta3 inh	PLC-gamma1 inh	Tn7 DDE FP	ADAM17 inh	ASAP1 GAP inh	Tn6 DDE FP	ADAM10 inh	ARFGAP1 inh	TDP2 absorb
Cc1cc(C(=O)NN=Cc2ccccc2C(=O)O)n[nH]1	-3	2	-2	6	0	.	8	-6	.	-6
Cc1cc(C(=O)N/N=C/c2ccc[nH]2)no1	4	-9	-3	1	0	14	-3	-9	-3	-13
O=C(O)/C=C/c1cn(Cc2ccccc2)nc1-c1cccs1	0	-32	-24	-5	-15	11	3	-40	-1	19
O=C(/C=C/c1ccc(Br)cc1)NC(=S)N1CCOCC1	0	3	1	-7	1	-4	-3	1	-2	3
O=C(CN1C(=O)C(=O)c2ccccc21)c1ccc(Cl)cc1	-7	2	2	1	-4	-5	-1	-7	-11	-2
Cc1ccc(NC(=O)CN(C)C(=O)CSc2ccc3c(c2)OCCO3)cc1	-1	-3	-1	-4	-2	-5	0	0	-2	-1
S=C1NCCN1c1ccc(Cl)cc1	10	4	1	-2	-3	8	0	-4	-9	0
COc1cccc(NC(=O)Nc2nc(-c3ccc(OC)c(OC)c3)cs2)c1	34*	-7	3	-2	6	-4	-16	12	10	2
O=C(NC1CCCCC1)N1CCN(Cc2nc3ccccc3c(=O)[nH]2)CC1	-2	-1	-3	-1	-5	-8	-5	-3	5	5
O=C(NC(=O)c1cccc(Cl)c1)OC[C@@H]1CCCN2CCCCC12 (stereo partly drawn)	2	1	1	2	-2	3	-8	-21	9	1
COc1ccccc1Nc1nnc(SCc2cc(=O)n3ccsc3n2)s1	0	-12	-2	9	-6	-1	2	-7	-2	-2
C=CC[C@@H](CC(=O)N[C@@H](CO)Cc1ccccc1)C(=O)N[C@@H](COC(=O)[C@@H](CC=C)CC(=O)OC(C)(C)C)Cc1c[nH]c2ccccc12	-3	0	-3	0	5	3	-1	9	-2	-3
O=C(OCC(=O)c1ccc(Cl)s1)c1ccc2ccccc2n1	3	-5	-4	3	-5	10	-3	-4	10	4
O=C(COC(=O)Cc1ccc(Cl)cc1Cl)NCc1ccccc1	0	2	-1	4	-4	-9	0	-8	-5	-6
Cc1ccc(N2CCN(S(=O)(=O)c3c(C)nc4sccn4c3=O)CC2C)cc1 (stereo not drawn)	3	0	0	6	-3	2	-1	-12	10	-8
OC1(c2ccc(F)cc2)CN(c2ccccc2)C2=[N+]1CCS2 (stereo not drawn)	-1	2	-2	10	5	0	2	11	-6	2
O=C(CCC(=O)OCc1ccc(Cl)cc1)Nc1ccccc1	-2	0	1	0	-4	11	2	-4	-11	8
CCN(CC)c1ccc(-n2c(C)cc(C=O)c2C)cc1	7	-17	-16	3	1	2	-6	-1	-1	10
O=C(CN1CCN(Cc2cccc(C(F)(F)F)c2)CC1)NCC(=O)Nc1ccc(F)c(F)c1F	1	-7	1	-2	-4	-5	0	-10	0	1
CCOC(=O)Cn1c(=NC(=O)CC)sc2c(C)cc(C)cc21	1	-6	0	0	-6	-6	-4	-5	4	0
CCCN(CC(=O)Nc1ccc(Cl)cc1Cl)C(=O)/C=C/c1cc(OC)ccc1OC	-5	i	i	7	-281	8	2	i	9	0
CCOC(=O)CN1C(=O)C(=O)N(Cc2cccc(C)c2)C1=O	-7	-5	2	2	-5	-3	-4	9	-6	6
CCCCNC(=O)CCCN1C(=O)c2cccnc2Sc2ccccc21	-2	-3	6	3	-1	1	7	0	11	10
O=C(CNc1ccc(Br)cc1)NC(=O)NC1CCCCC1	1	-11	1	4	0	9	1	-2	0	0
O=C(Nc1cccc(O)c1)c1cc(S(=O)(=O)N2CCCC2)ccc1Cl	1	-1	4	-6	2	14	-5	5	4	-6

Profiles, looked up by structure. Screens in order: SIAE primary	PLC-beta3 inh	PLC-gamma1 inh	Tn7 DDE FP	ADAM17 inh	ASAP1 GAP inh	Tn6 DDE FP	ADAM10 inh	ARFGAP1 inh	TDP2 absorb
Cc1ccc(NC(=O)CN(C)C(=O)CSc2ccc3c(c2)OCCO3)cc1 is listed as -1	-3	-1	-4	-2	-5	0	0	-2	-1
Cc1ccc(N2CCN(S(=O)(=O)c3c(C)nc4sccn4c3=O)CC2C)cc1 (stereo not drawn) is listed as 3	0	0	6	-3	2	-1	-12	10	-8
O=C(NC1CCCCC1)N1CCN(Cc2nc3ccccc3c(=O)[nH]2)CC1 is listed as -2	-1	-3	-1	-5	-8	-5	-3	5	5
O=C(CCC(=O)OCc1ccc(Cl)cc1)Nc1ccccc1 is listed as -2	0	1	0	-4	11	2	-4	-11	8
O=C(CNc1ccc(Br)cc1)NC(=O)NC1CCCCC1 is listed as 1	-11	1	4	0	9	1	-2	0	0

Next records follow.
SMILES	SIAE primary	PLC-beta3 inh	PLC-gamma1 inh	Tn7 DDE FP	ADAM17 inh	ASAP1 GAP inh	Tn6 DDE FP	ADAM10 inh	ARFGAP1 inh	TDP2 absorb
O=C(c1c[nH]c(C(=O)N2CCN(c3ccccc3F)CC2)c1)c1cccc(Cl)c1Cl	-5	-2	1	-2	-5	17	-9	-9	11	0
O=C(Nc1cccc2ccccc12)c1ccc2sc([C@@H]3O[C@H](CO)[C@H](O)[C@H](O)[C@H]3O)nc2c1	-3	-2	-2	-3	0	2	-4	-2	-15	3
COc1cc(OC)cc(C(=O)N[C@H](C(=O)NC23CC4CC(CC(C4)C2)C3)C(C)C)c1	-5	2	4	-1	-1	-6	-3	3	-12	-6
O=C(C1=C[C@H](C2CC2)C[C@H](OCc2ccc(CO)cc2)O1)N1CCN(Cc2ccc3c(c2)OCO3)CC1	11	0	1	3	1	3	3	-1	3	-4
CCN(CC)CC(C)OC(=O)COc1ccc(OC)cc1 (stereo not drawn)	4	-2	-3	2	-2	-4	0	-4	-1	-5
O=C(CNC(=O)c1ccc(Cl)cc1)NCc1ccccn1	2	-3	0	3	-3	7	-5	-1	4	-6
CC(C)(C)C(=O)N1CCC2CC1c1cc(-c3ccc4c(c3)OCO4)ccc12 (stereo not drawn)	-7	0	3	-2	3	12	3	8	-1	-8
COC(=O)[C@@]12CCCCC3=C1N(CCC3)C(=O)[C@H]2CC(=O)N1CCCC1	10	-4	-1	9	-2	.	4	-2	.	-8
Cc1ccc(Cl)cc1N1CCN(C(=O)CCC(=O)O)CC1	-4	-13	-7	-6	-2	11	7	-4	6	3
COc1ccc(C)cc1N(C)C(=O)Cc1c(C(=O)O)n(C)c2ccccc12	-1	-5	7	-3	-8	6	-14	-2	17	-18
CC(=O)c1cccc(S(=O)(=O)N2CCC(C(=O)Oc3ccc(-c4nnco4)cc3)CC2)c1	22*	-3	-2	7	-4	0	-3	-17	9	-2
CCN(CCNC(=O)C1=C(C)C(=O)OC12CCC(C)CC2)c1ccccc1 (stereo not drawn)	7	-3	0	11	-2	13	-2	2	0	2
COc1ccc(-n2c(SC(C)C(=O)N3CCOCC3)nc3ccccc3c2=O)cc1 (stereo not drawn)	12	-6	-1	2	-2	1	1	-2	-12	6
COc1cccc(-c2nnc(SCc3nc4ccccc4[nH]3)n2N)c1	-2	-7	-8	-10	-3	8	2	-10	11	6
CC1(c2ccccc2)NC(=O)N(CC(=O)NCCN2C(=O)S/C(=C\c3cccnc3)C2=O)C1=O (stereo not drawn)	-3	-6	-3	6	0	6	-2	-10	-15	-7
Cc1cc(C)nc(NS(=O)(=O)c2ccc(N3Cc4ccccc4C3=O)cc2)n1	-5	-4	-4	7	-5	20	-4	-9	-10	14
CCn1cc(C(=O)O)c(=O)c2cc(F)c(N3CCN(C(=S)NC(=O)c4ccc(F)cc4)CC3)cc21	0	-7	0	-4	-5	-14	2	-14	8	-7
Cc1cc(C)n(-c2nc3ccccc3nc2N2CCN(C(=O)c3ccc(F)cc3)CC2)n1	3	-50	-30	3	-12	4	-2	-21	8	-8
O=S(=O)(Nc1ccc2c(c1)OCO2)c1ccc(Cl)cc1F	3	-5	0	-6	0	7	3	-6	3	2
CC1=CC(C)C(C[N+]2(C)CCCCC2)C(C)C1 (stereo not drawn)	2	1	-2	-5	-2	12	-1	-6	6	0
c1ccc(OCc2noc(CN3CCC(C4CCCCC4)C3)n2)cc1 (stereo not drawn)	2	2	2	-3	0	9	4	0	-2	-5

Source: PubChem BioAssay
